# GalR3 antagonist = antagonists of human GalR3. O60755. HEK293 GalR3-CNG cAMP membrane potential fluorescence; galR3 body fused to GalR1 C-terminus. inhibition, % at 3 µM. 0.44% of 360,000 active;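 active means inhibition above the screen-wide average plus 3 SD, cut at about 13% in these data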;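 further: forskolin and galanin both at EC90 stimulate the cells; cAMP rise reported by CNG channel membrane potential dye signal; 0% = forskolin plus galanin with DMSO and 100% = forskolin alone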
# MEKK2mut PB1 HTS = signal of MEK5 binding to mutant human MEKK2 PB1 domain; bead flow cytometry, Alexa488-MEK5 binding to MEKK2 mutant; percent response, % at 10 µM; 0.35% of 290,000 active; AID 1530; in the data active means percent response above about 24%, passing the limit was not always enough; further: inactives centre near 1; some results filed as inactive read as strong as hits
# CRFR2-BP ag = CRF-BP/CRF-R2 complex agonism | activation, % at 13.2 µM | 0.46% of 350,000 active | AID 588473 | HEK293 CRF-R2/CRF-BP, calcium dye fluorescence (FLIPR); percent of saturating CRF peptide response;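 active means activation of at least 50%, plus an integration ratio under a set limit after plate pattern correction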;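 further: plate controls were neutral control wells without compound for no effect and CRF at EC100 for full effect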
# HCV NS3 hel inh = blocks Hepatitis C virus NS3 helicase unwinding. NS3 helicase DNA unwinding, Cy5 molecular beacon fluorescence. inhibition, % at 10.9 µM. 0.56% of 290,000 active;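 active means inhibition above the mean of all tested compounds plus 3 SD, set per campaign, cut at about 35% in these data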;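 further: 0% = DMSO wells and 100% = thioflavine S control wells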
#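 System: NS3 helicase fragment of HCV / Schedule: 1 h at 25 °C / Control set: DMSO alone as 0% and 110 µM thioflavine S as 100% / Reagent: Cy5/quencher beacon DNA duplex and ATP to start / Technique: Cy5 fluorescence / Replication: singlicate / Evaluation: % inhibition of end-to-start signal ratio versus controls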
# MEKK3 PB1 HTS = MEKK3-MEK5 PB1 interaction, increase or decrease; bead-based flow cytometry, Alexa488-MEK5 binding to MEKK3; actives lie on both sides; 0 = blocked by unlabeled MEK5, 100 = vehicle; binding response (% of control), % at 10 µM; Q99759; 1.4% of 290,000 active;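 active means binding response more than 3 SD above or below the average of its plate-row segment, actives on both sides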;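 further: Alexa488 bead fluorescence after subtracting the streptavidin-only scavenger bead signal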
# Target sequence (Q99759 whole entry, looked up): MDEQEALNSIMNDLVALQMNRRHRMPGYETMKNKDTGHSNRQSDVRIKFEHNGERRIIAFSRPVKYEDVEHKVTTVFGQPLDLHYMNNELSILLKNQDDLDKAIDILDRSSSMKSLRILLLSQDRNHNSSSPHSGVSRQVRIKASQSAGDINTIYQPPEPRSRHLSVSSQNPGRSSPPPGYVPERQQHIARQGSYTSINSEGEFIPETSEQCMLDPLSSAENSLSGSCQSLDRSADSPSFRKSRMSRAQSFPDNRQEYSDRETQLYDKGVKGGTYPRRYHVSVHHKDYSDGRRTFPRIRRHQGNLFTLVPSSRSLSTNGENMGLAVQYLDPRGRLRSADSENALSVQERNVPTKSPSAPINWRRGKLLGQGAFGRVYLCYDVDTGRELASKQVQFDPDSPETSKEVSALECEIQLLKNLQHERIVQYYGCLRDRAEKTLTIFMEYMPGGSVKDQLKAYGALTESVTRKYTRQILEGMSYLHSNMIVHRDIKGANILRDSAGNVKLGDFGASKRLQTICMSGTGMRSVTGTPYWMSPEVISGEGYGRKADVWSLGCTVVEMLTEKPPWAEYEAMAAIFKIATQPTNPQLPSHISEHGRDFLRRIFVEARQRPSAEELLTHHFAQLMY
# CRFR2-BP antag = blocks CRF-induced signaling of the CRF-BP/CRF-R2 complex; HEK293 CRF-R2/CRF-BP, CRF-induced calcium fluorescence; inhibition, % at 11.8 µM; 0.59% of 350,000 active;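 active means inhibition of the ligand-induced calcium signal above about 50% at the single tested concentration, limit read from the data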
# FID counter = displaces DNA intercalator in HCV helicase counter-screen; DNA fluorescent intercalator displacement, fluorescence; inhibition, % at 7.9 µM; 0.17% of 290,000 active; in the data active means inhibition above about 37%;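 further: 0% = vehicle and 100% = reference compound; higher means more ethidium bromide displaced from hairpin DNA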
# UBC9 SUMO inh = blocks human SUMOylation mediated by UBC9. 0.36% of 290,000 active. HTRF SUMOylation assay, SAE1/SAE2 + UBC9, in vitro. AID 2006. inhibition, % at 35 µM. P63279; in the data active means inhibition above about 50%, passing the limit was not always enough; further: strong numbers were not always called active
# Target sequence (P63279 whole entry, looked up): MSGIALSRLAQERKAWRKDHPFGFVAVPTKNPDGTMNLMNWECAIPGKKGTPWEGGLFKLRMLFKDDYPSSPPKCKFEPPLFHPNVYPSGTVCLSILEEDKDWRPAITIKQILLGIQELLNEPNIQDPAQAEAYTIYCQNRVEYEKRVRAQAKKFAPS
# MEKK2wt PB1 HTS = raises or lowers MEK5 binding to wildtype human MEKK2 PB1 domain | bead flow cytometry, Alexa488-MEK5 binding to MEKK2 WT; actives lie on both sides | binding response (% of control), % at 10 µM | Q9Y2U5 | 1.1% of 290,000 active; in the data active means binding response below about 67% or above about 130%
# An asterisk follows results filed as active; / = not tested or not shown. Only part of the results is shown; rates above refer to the full screens.
SMILES,GalR3 antagonist,MEKK2mut PB1 HTS,CRFR2-BP ag,HCV NS3 hel inh,MEKK3 PB1 HTS,CRFR2-BP antag,FID counter,UBC9 SUMO inh,MEKK2wt PB1 HTS
COc1ccc(C2=NOC(C)(c3nnc(-c4ccncc4)o3)C2)cc1 (stereo not drawn),-5,-2,3.3,/,87,-1,/,/,97
COc1cc2nc(N(CCN(C)C)C(=O)c3ccc(S(=O)(=O)N(C)CC4CCCO4)cc3)sc2cc1OC (stereo not drawn),-3,13,1.1,-4,110,7,7,11,117
COc1cc(OC)nc(NC(=O)CS(=O)(=O)c2ccccc2)n1,-4,5,-1.4,7,94,-2,-4,1,98
Oc1ccc(Cl)cc1C1=Nc2ccccc2N=C(c2ccco2)C1,-8,0,0.6,6,77,-10,-2,3,96
CCS(=O)(=O)Nc1cc2c3c(c1)CCN3C(=O)CC2,1,-4,-0.8,4,97,-11,-3,-6,95
CC1C/C(=N\NC(=S)NC(C)C)CC(C)(C)C1 (stereo not drawn),-4,2,-0.6,-3,105,-3,-4,16,108
Cc1cccc(-n2c(SCC(=O)NC3CCCC3)nnc2-c2ccoc2C)c1,-6,3,1.1,-4,115,2,-33,7,97
CCC(=O)c1cn(CC(=O)NCC2CCCO2)c2ccccc12 (stereo not drawn),-1,0,-1.3,3,96,0,0,17,87
COc1ccc(NC(=O)NNS(=O)(=O)c2cc(C)ccc2C)cc1OC,-4,1,1.0,-2,106,-8,-13,-8,100
Cc1nnc(SCC(=O)N2CCOCC2)s1,-5,1,-1.3,2,99,4,0,2,100
CN1C(=O)c2ccccc2C(C(=O)O)C1c1cccc([N+](=O)[O-])c1 (stereo not drawn),-3,9,-2.6,-24,106,13,3,13,103
Cc1cc(C)nc(NS(=O)(=O)c2ccc(N=NN(C)C)cc2)n1,-3,-4,3.8,5,103,-1,-8,5,100
CCCN(C(=O)C(C)Oc1cccc(Cl)c1)c1c(N)n(Cc2ccccc2)c(=O)[nH]c1=O (stereo not drawn),-1,-6,3.6,23,99,-15,-31,-6,97
CC(=O)c1cccc(Nc2cc(C)nc3c(C)cccc23)c1,-4,3,-1.2,7,94,109*,7,11,100
CN(C)c1ccc(C(=O)N2CC(=O)N(CCc3ccccc3)C(=O)C2)cc1,-4,/,-6.1,-3,/,6,-19,6,/
Cn1c(SCC(=O)Nc2ccccc2C(F)(F)F)nc2c(c1=O)SCC2,2,2,-0.5,2,101,-7,-9,9,100
Cc1ccc(S(=O)(=O)c2nnn3c2nc(Nc2cccc(C)c2)c2ccccc23)cc1,-4,-3,1.5,-9,86,-12,9,17,88
O=C(Nc1ccccc1)O[C@@H]1C[C@H]2CCC(=O)N3CC[C@@H](C1)[C@@H]23,/,-6,/,10,98,/,-15,19,92
CN1CCN(c2ccccc2NC(=O)c2ccc(OCc3ccccc3)cc2)CC1,-2,13,1.1,-81,105,-6,11,-1,126
N#Cc1c(N)nc2c(c1N)CC(=O)N2c1ccc(Cl)cc1,/,4,3.0,2,104,1,1,-2,105
COc1ccc(C2/C=C\CN(S(=O)(=O)c3cccc4cccnc34)CC(=O)N2Cc2ccc(F)cc2)cc1 (stereo not drawn),-4,-1,0.1,/,99,-4,/,3,99
N#C/C(=C\c1ccc(C#N)cc1)C(=O)c1ccccc1,-8,0,1.8,24,89,18,-9,16,92
O=[N+]([O-])c1cccc(-c2noc(-c3cccs3)n2)c1,-1,-33,1.4,5,60,1,4,27,67
Cc1cc(Cl)ccc1C(=O)C1CCCN(C(=O)c2snnc2C)C1 (stereo not drawn),-3,3,0.9,5,106,3,-20,13,105
CC(CNC(=O)c1ccc(OC2CCN(Cc3ccccn3)CC2)cc1)Oc1cccnc1 (stereo not drawn),-3,2,0.3,-16,102,3,-2,-5,102
Cc1cccc(NC(=O)CCS(=O)(=O)c2ccc(Cl)cc2)c1,-8,5,-1.6,-9,102,-15,-12,16,100
COc1cc(/C=C2\OC(=O)c3c(OC)cccc32)ccc1O,9,16,-1.2,-6,101,-6,-6,29,105
O=C(Nc1ccccc1C(=O)NC(Cc1ccccc1)C(=O)NC1CCCCCC1)c1ccccc1 (stereo not drawn),-2,0,3.3,-2,104,-15,-3,31,99
Cc1ccc(N(C(=O)c2ccc(S(=O)(=O)N3CCOCC3)cc2)C2C=CS(=O)(=O)C2)cc1C (stereo not drawn),-5,-2,0.9,7,101,8,-21,14,102
Nc1c(C(=O)Nc2ccc(Cl)cc2)oc2ccccc12,-2,-6,-0.8,-3,94,13,0,9,94
O=C(NC(Cc1ccccc1)C(=O)O)/C(=C/c1ccco1)NC(=O)c1cccc(Br)c1 (stereo not drawn),-3,0,9.1,33,102,-17,-34,11,102
COc1cc(CN(C(=O)c2cc3ccccc3oc2=O)C2CCS(=O)(=O)C2)cc(OC)c1OC (stereo not drawn),0,6,-1.2,5,105,10,-18,14,106
Cc1nnc(SCC(=O)N2CCN(S(=O)(=O)c3ccc(Cl)cc3)CC2)n(N)c1=O,1,10,1.3,0,106,7,-8,15,108
Cc1cccnc1CCNC(=O)c1ccc(OC2CCN(Cc3ccccn3)CC2)cc1,3,4,-1.2,-1,101,12,0,-10,104
CCOc1ncccc1C(=O)OCc1cccc([N+](=O)[O-])c1,-4,-8,-4.5,-9,87,4,-2,14,88
O=c1c2ccccc2nc2n1C(CBr)CN2 (stereo not drawn),-10,-7,-0.9,-1,91,65*,0,-7,100
COc1cc2c(cc1OC)C(C(=O)NC(C)c1ccccc1)CC(=O)N2 (stereo not drawn),-3,5,-0.7,-2,101,2,-3,2,107
COc1ccccc1C(=O)N1CC(=O)Nc2ccc(F)cc2C1c1ccccc1 (stereo not drawn),-3,-2,5.9,10,97,-9,-23,8,99
Clc1ccccc1Cn1nnc(-c2cccs2)n1,-2,3,2.1,10,99,-7,-6,9,97
CN(CCNC(=O)C1CCN(S(=O)(=O)N2CCOCC2)CC1)CCc1ccccc1,-5,-4,-3.0,4,92,2,9,-1,94

# CRFR2-BP antag: entries above that show a hit.
Molecule | GalR3 antagonist | MEKK2mut PB1 HTS | CRFR2-BP ag | HCV NS3 hel inh | MEKK3 PB1 HTS | CRFR2-BP antag | UBC9 SUMO inh | MEKK2wt PB1 HTS
CC(=O)c1cccc(Nc2cc(C)nc3c(C)cccc23)c1 | -4 | 3 | -1.2 | 7 | 94 | 109* | 11 | 100
O=c1c2ccccc2nc2n1C(CBr)CN2 (stereo not drawn) | -10 | -7 | -0.9 | -1 | 91 | 65* | -7 | 100

# Going on with the list:
SMILES,GalR3 antagonist,MEKK2mut PB1 HTS,CRFR2-BP ag,HCV NS3 hel inh,MEKK3 PB1 HTS,CRFR2-BP antag,FID counter,UBC9 SUMO inh,MEKK2wt PB1 HTS
COc1ccccc1OCc1ccc(C(=O)NN)cc1,2,6,0.3,-7,110,26,-16,2,111
Cc1nc2ccc(NC(=O)c3ccc(Cl)nc3)cc2s1,-6,-18,0.4,5,92,5,-7,2,93
O=S(=O)(c1ccc(NC2CCCc3ccccc32)nc1)N1CCOCC1 (stereo not drawn),-7,-6,0.3,7,95,9,-3,2,95
O=C1[C@@H]2[C@H](Cc3ccc(O)cc3)N[C@]3(C(=O)Nc4ccccc43)[C@@H]2C(=O)N1c1ccc(F)cc1,0,-5,/,-9,87,/,-5,-37,93
O=C(O)c1ccc(S(=O)(=O)c2ccc3c(c2)C(=O)N(Cc2ccco2)C3=O)cc1,-5,7,-1.0,6,110,-20,-7,-3,111
c1ccc(Cn2nnnc2C(c2ccccn2)N2CCN(c3ccccc3)CC2)cc1 (stereo not drawn),-3,-1,0.0,4,101,3,-15,-8,101
CC(C)N(C(=O)COC(=O)c1cncc(Br)c1)C(C)C,-6,-10,1.7,-4,69,104*,2,11,77
CCn1c(O)c(/C=C2\C=Nc3ccccc32)sc1=Nc1ccccc1,-8,1,-1.5,-2,103,-20,-2,11,102
CC(C)(C)C(=O)COC(=O)c1ccccc1O,-2,4,-0.8,1,102,25,0,8,102
COc1ccc(CN2CCN(CCc3ccccc3)C(CCO)C2)c(Cl)c1OC (stereo not drawn),-8,10,-0.7,10,104,12,-1,-6,103
CC(=O)c1ccc(Sc2ccc(C(C)=O)cc2)cc1,-4,-2,-2.5,10,87,34,-17,-2,88
CC1CCC2C(=O)N(c3ccc(NC4CCCCC4)c([N+](=O)[O-])c3)C(=O)C2C1 (stereo not drawn),-5,-2,-2.8,-13,100,-29,-2,-5,100
CC1=NNC(=O)C1C(c1ccccc1)C(C#N)C#N (stereo not drawn),3,4,0.5,2,100,-3,-1,17,100
N#CC1=C(SCC(=O)NC23CC4CC(CC(C4)C2)C3)NC(=O)C(C#N)C12CCCCC2 (stereo not drawn),-10,0,33,1,99,-20,-5,53,94
N=c1cc(C2(O)CCCCC2)n2c(nc3ccccc32)s1,-3,6,-0.7,2,107,-8,-7,14,104
O=C(CSc1nc2ccc(Nc3nc(N4CCCC4)nc(N4CCCC4)n3)cc2s1)NCc1ccco1,-1,-5,0.6,-4,103,-13,-10,11,100
Nc1nc(C2CCOCC2)cs1,-1,9,-0.8,7,105,17,0,9,107
Cc1nn(-c2ccc(F)cc2)c(Cl)c1/C=N/NC(=O)c1cccc(S(=O)(=O)N2CCCC2)c1,-4,-1,0.1,0,102,3,-3,11,104
CC(C)(C)NC(=S)NCCc1ccccc1,-4,18,-1.3,-12,107,-14,0,-2,116
C=C1CCN([C@H](C(=O)NCc2ccc(OC)cc2)C(C)C)S(=O)(=O)c2ccccc21,1,5,-2.2,/,87,17,/,0,84
COc1ccc(CC(NC(C)=O)C(=O)NC2CCN(C(=O)C3CCCCC3)CC2)cc1OC (stereo not drawn),-9,11,-1.8,2,107,-9,-24,9,110
COC(=O)C1CCN(C(=O)CSc2nc3ccc(OC)cc3[nH]2)CC1,-4,5,-1.5,20,107,13,-10,12,107
COc1ccc(OC)c(N/C(N)=N/c2nc(C)cc(C)n2)c1,-12,3,3.8,4,105,5,-5,2,109
CCc1ccc(NC(=O)CCc2ccc(CC)o2)cc1,-10,1,-5.9,1,108,-5,-15,-8,106
COc1cc(C)ccc1OCCCOc1cc(C)ccc1Cl,0,2,3.7,3,106,-23,2,/,105
CCS(=O)(=O)N1CCN=C1SCc1ccc(F)cc1,-6,5,1.3,-3,103,-1,-4,10,100
COCCCn1c(SCC(=O)OC2CCCCC2)nnc1-c1cccs1,1,-7,-2.8,-2,95,0,-27,3,95
Cc1oc2cc(OC(=O)c3ccco3)ccc2c(=O)c1-c1nc2ccccc2n1C,2,-2,-2.2,3,97,1,-2,32,94
CCN(c1cccc(C(F)(F)F)c1)S(=O)(=O)c1ccc2c(c1)CCN2C(C)=O,4,2,0.9,-3,104,20,-18,-5,101
O=C(NC1CCCCC1)c1ccc(S(=O)(=O)c2ccccc2Cl)c([N+](=O)[O-])c1,/,-2,/,-2,93,/,4,-6,102
COc1cc(-c2noc(C)c2C#Cc2ccsc2)cc(OC)c1OC,1,1,1.9,-5,101,3,-27,-1,104
Cc1sc2ncnc(SCC(=O)N3CCCC3=O)c2c1C,-3,-2,-1.3,-3,98,0,2,23,97

# Screens deposited in PubChem by several laboratories.
